# C-LANA FP – blocks KSHV LANA C-terminal domain binding to DNA; inhibition, % at 9 µM; MBP-C-LANA/FAM-LBS DNA binding, fluorescence polarization; 340,000 tested, 0.078% active;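 active means highest replicate inhibition at or above 60% at 9 µM, even if other replicates fall short; inactive means all replicates below 60% inhibition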;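 further: 0% = neutral control wells and 100% = 4 µM acridine orange control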
# RTF Ca sens act – increases calcium sensitivity of human cardiac regulated thin filaments; P19429+P45379; IANBD-labeled TnC RTF fluorescence at EC20 calcium; 0% EC20 calcium, 100% full calcium; activation, % at 7.2 µM; 340,000 tested, 0.24% active; AID 493008;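 active means activation above the mean over all tested compounds plus 3 SD, cut at about 30% in these data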;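 further: rise in fluorescence read as greater calcium sensitivity of cardiac thin filaments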
# PvdQ acylase – blocks Pseudomonas aeruginosa PvdQ acylase activity; inhibition, % at 10 µM; purified PvdQ acylase, fluorescence plate reader; 340,000 tested, 0.063% active; in the data active means inhibition above about 30%, passing the limit was not always enough;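 further: 0% = vehicle neutral wells and 100% = reference inhibitor wells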
# Keap1 Nrf2 FP – inhibitors of human Keap1-Nrf2 protein-protein interaction | inhibition, % at 9.4 µM | 340,000 tested, 0.15% active | Keap1 Kelch-Nrf2 peptide fluorescence polarization, 1536-well | Q14145; in the data active means inhibition above about 12%;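 further: human Keap1 Kelch domain with fluorescein labeled Nrf2 9mer peptide probe; 0% = neutral control wells and 100% = peptide positive control; higher means more block of Keap1 binding to Nrf2 peptide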
# Cardiac RTF inh – cardiac RTF calcium desensitization; P19429+P45379; IANBD-labeled cardiac RTF, Ca2+ fluorescence; inhibition, % at 7.15 µM; 340,000 tested, 0.12% active;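 active means inhibition above the mean inhibition of all tested compounds plus 3 SD, cut at about 17% in these data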;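 further: assay run at fixed EC70 calcium of 1.6 mM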
# PfHsp90 set2 – growth inhibition of yeast expressing Plasmodium Hsp90; S. cerevisiae expressing PfHsp90, BacTiter-Glo ATP, 48 h; yeast lacking PDR1 and PDR3 efflux regulators; inhibition, % at 9.4 µM; 310,000 tested, 0.32% active; AID 504621;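 active means every replicate shows inhibition above about 80%, whatever the replicate mean, limit read from the data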;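 further: 0% = DMSO neutral controls and 100% = 20 µM radicicol positive controls; yeast relying on Plasmodium falciparum Hsp90 in place of its own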
# Rtt109 HAT inh – inhibitors of Candida albicans Rtt109/Vps75 histone acetyltransferase | Q5AAJ8 | purified Rtt109/Vps75, ThioGlo CoA-SH fluorescence, 4 h | inhibition, % at 34.9 µM | 330,000 tested, 0.16% active | AID 540336;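 active means inhibition of at least 50% in every replicate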
# Target sequence (Q5AAJ8 whole entry, looked up): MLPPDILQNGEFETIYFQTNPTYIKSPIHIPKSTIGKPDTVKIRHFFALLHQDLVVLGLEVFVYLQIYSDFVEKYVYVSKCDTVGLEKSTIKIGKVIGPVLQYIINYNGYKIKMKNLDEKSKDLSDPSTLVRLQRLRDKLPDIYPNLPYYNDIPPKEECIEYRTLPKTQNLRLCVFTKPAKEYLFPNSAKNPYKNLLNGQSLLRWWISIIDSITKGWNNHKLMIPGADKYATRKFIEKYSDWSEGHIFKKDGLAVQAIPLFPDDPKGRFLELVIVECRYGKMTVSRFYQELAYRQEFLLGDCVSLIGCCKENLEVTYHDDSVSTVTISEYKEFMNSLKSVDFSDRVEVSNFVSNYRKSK
# Mot1-301 SUMO – inhibitors of SUMOylation pathway: yeast Mot1-301 growth rescue. 320,000 tested, 1% active. growth rescue, % at 18.8 µM. AID 2716. S. cerevisiae Mot1-301 growth rescue, ATP luminescence, 38.5C; percent above DMSO median, 100 means doubled;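 active means every valid replicate shows activation above 250% relative to neutral control wells; inactive means the rest, any valid replicate at or below 250%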;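 further: OY570 slx delta 5 strain wells were the positive control but not used for scaling; some compounds called inactive have numbers as strong as hits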
# CDK5 p35 inh – CDK5/p35 (human) kinase inhibition | Recombinant CDK5/p35, ADP-Glo luminescence, 60 min | inhibition, % at 10 µM | 330,000 tested, 0.01% active | AID 488839;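 active means highest replicate inhibition of at least 50% and at least 75% of replicates reaching 50%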;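 further: plate controls were DMSO neutral control for no effect and GW8510 at 10 µM for full effect; many of its hits are not listed in these tables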
# dFosB act – activators of mouse delta FosB homodimer | P13346 | purified delta FosB, TAMRA-CDK5 oligo fluorescence polarization; percent of positive-control signal above neutral wells | activation, % at 25 µM | 340,000 tested, 0.99% active | AID 493131;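 active means mean activation above about 17%, with every replicate also reaching it, limit read from the data, passing the limit was not always enough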;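 further: fluorescence polarization rise as delta FosB binds a TAMRA Cdk5 AP-1 oligo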
# Target sequence (P13346 whole entry, looked up): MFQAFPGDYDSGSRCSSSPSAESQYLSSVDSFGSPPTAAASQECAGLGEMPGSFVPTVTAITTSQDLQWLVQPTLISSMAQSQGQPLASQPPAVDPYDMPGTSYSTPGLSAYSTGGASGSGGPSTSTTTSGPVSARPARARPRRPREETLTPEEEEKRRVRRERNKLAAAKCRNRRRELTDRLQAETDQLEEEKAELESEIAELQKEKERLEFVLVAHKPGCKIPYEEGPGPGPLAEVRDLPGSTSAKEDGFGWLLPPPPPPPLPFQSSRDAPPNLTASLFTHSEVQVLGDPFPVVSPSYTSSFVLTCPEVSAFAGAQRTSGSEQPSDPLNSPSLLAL
# NSD2 HMT inh – blocks human histone methyltransferase NSD2 | NSD2 peptide methylation, AlphaScreen, 120 min | inhibition, % at 12.5 µM | 310,000 tested, 0.54% active | AID 743445; in the data active means inhibition above about 50%
# Numbers without * were called inactive; . = no result given.
SMILES,C-LANA FP,RTF Ca sens act,PvdQ acylase,Keap1 Nrf2 FP,Cardiac RTF inh,PfHsp90 set2,Rtt109 HAT inh,Mot1-301 SUMO,CDK5 p35 inh,dFosB act,NSD2 HMT inh
Cc1ccc(-n2c(C)c(C)c3c(NCCCO)ncnc32)cc1,-2.1,2,-15,-1,-10,17,-17,-2,0.1,-10,5
CSc1ccc(CN2CCC(n3nccc3NC(=O)c3ccccc3C)CC2)cc1,0.5,-2,-10,-2,0,-4,-6,-6,.,-13,4
O=c1oc2ccccc2c(O)c1/C=N/c1ncccn1,-0.7,-4,3,-3,3,-5,-2,13,0.2,-14,0
CC(C)(C)c1ccc(C(=O)CS(=O)(=O)c2ccccc2)cc1,-1.7,2,-6,4,-21,-15,12,-16,1.6,3,-2
CC1CCCN(C(=O)c2ccc3c(=O)n(Cc4ccc5c(c4)OCO5)c(=S)[nH]c3c2)C1 (centres undefined),-1.1,-1,-9,-1,2,.,7,-1,-15,-2,0
CN(c1ccccc1)c1nc2ccsc2c(=O)s1,-0.4,-2,7,2,-3,.,2,10,-1.0,-7,-7
CN(Cc1ccccc1)C1=CC(=[N+]2CCCC2)CC(C)(C)C1,1.9,4,-2,-6,-9,23,-5,2,1.0,-6,.
O=C(NCc1ccc(F)cc1)C(c1ccccc1)N(C(=O)c1csnn1)C1CCCC1 (centres undefined),0.1,-5,-13,-7,-3,2,-11,-23,-0.4,-1,-4
Cc1cc(C)cc(NC(=O)CSc2ccc(-c3ccco3)nn2)c1,2.2,-4,-12,-4,-11,3,-1,7,0.8,-15,0
Cc1cccc(OCCCC(=O)Nc2nccs2)c1,-1.6,-4,-11,-2,7,-2,4,.,-4.9,-6,9
O=C(CNC(=O)c1cnccc1C(F)(F)F)c1cccc(Cl)c1,-2.4,4,-12,-5,-19,-21,8,5,0.9,-1,-3
OCC1(CCOc2ccccc2)CCN(CCCn2cccn2)CC1,-3.3,-1,-14,-7,-2,-18,8,265,-1.2,-4,-4
Cc1ccnc2nc(C(=O)OCC(=O)Nc3ccc([N+](=O)[O-])cc3Br)nn12,0.0,9,-13,-5,-5,-11,0,6,0.2,5,-3
O=C(c1ccc(OC2CCN(Cc3ccccn3)CC2)cc1)N1CCCC(O)C1 (centres undefined),3.7,8,-14,-3,3,15,-1,7,-4.7,1,-4
O=S(=O)(c1cccc(S(=O)(=O)N2CCC(Cc3ccccc3)CC2)c1)N1CCOCC1,0.8,-3,-11,2,0,-4,-7,23,0.5,-7,3
CS(=O)(=O)Nc1ccc(C(=O)N2CCCCC2)cc1,0.1,-3,10,2,4,-1,.,8,2.6,-8,-2
OC(CCCN1CCCCC1)(c1ccccc1)c1ccc(C(F)(F)F)cc1 (centres undefined),-1.0,2,2,0,4,5,7,.,-0.9,-4,-1
CCCNC(=O)NC(=O)CN1CCCC1c1ccc2c(c1)OCCO2 (centres undefined),1.2,4,-18,1,-8,-10,-4,-10,-1.1,-9,-1
COC(=O)C1CCN(CCCOc2ccc(CN3CCN(c4ccc([N+](=O)[O-])cc4)CC3)cc2)CC1,0.5,1,2,0,-5,.,7,28,1.5,4,11
CCC(=O)N(C)CCc1cc2c(c(OC)c1/C=N/NS(=O)(=O)c1ccc(C)cc1)OCO2,-1.5,-2,5,-4,-3,3,5,52,1.1,-7,-1
Cc1ccc(C(CNS(=O)(=O)c2ccc([N+](=O)[O-])cc2)N2CCN(C)CC2)cc1 (centres undefined),-0.9,-7,1,3,-4,9,4,42,0.2,-4,3
Cc1cccc(CCNS(=O)(=O)c2ccc(S(=O)(=O)N3CCCCC3)cc2)c1,-1.4,0,1,-4,1,.,-10,1,-2.3,-11,0
CN1C(c2ccc(F)cc2)=CS/C1=C(/C#N)c1nnc2n1-c1ccccc1SC2,1.3,9,-19,-2,-3,11,-3,.,0.2,-1,0
CC(NC(=O)c1ccncc1)c1ccc(Cl)cc1Cl (centres undefined),2.5,-1,-13,2,-13,-2,3,-6,-0.9,5,-3
O=C(C1CCN(S(=O)(=O)c2cccc3cccnc23)CC1)N1CCN(c2ccc(Cl)cc2)CC1,0.2,-1,-11,-6,-6,-10,7,-2,1.0,-6,.
CC1CC(C)CN(S(=O)(=O)c2ccc3c(c2)oc(=O)n3CC(=O)NCc2cccnc2)C1 (centres undefined),-1.6,0,-7,-3,-1,-19,-7,244,-1.5,-7,-1
CC(C)NC(=O)c1cc2cc([N+](=O)[O-])ccc2s1,2.2,-7,-17,-4,0,-18,-8,53,-5.4,-2,-2
O=C1CCc2cc(S(=O)(=O)NC(Cc3ccccc3)C(=O)NCC3CCCO3)ccc2N1 (centres undefined),0.4,1,-6,2,-5,-20,-6,132,2.2,-5,.
CCOc1ccc(CCNC(=O)Nc2cccc(OC)c2)cc1OCC,2.1,-1,-19,-6,-3,-22,1,1,1.0,-11,-1
CC1(C)Cc2c(cnn2-c2ccccc2)C(=O)/C1=N\NC(=O)c1ccccc1N,0.5,13,-2,-3,-2,5,.,-9,-3.8,-11,3
Cn1nc(C(C)(C)C)cc1C(=O)NN1CCOCC1,-0.3,1,9,-3,-4,3,7,31,-2.1,1,.
CCN1CCN(C(c2cccs2)C(C)NC(=O)C(C)C)CC1 (centres undefined),-0.2,4,-11,-8,-10,-10,0,0,1.4,0,.
Cc1ccccc1C(=O)Nc1cccc(N)c1,-0.9,-1,-8,4,-5,-4,-6,-10,-1.3,-11,-3
CCN1C(=O)C2(SC(NC(C)=O)=NN2C(C)=O)c2cc(C)cc(C)c21 (centres undefined),1.7,0,9,2,2,-10,-3,-11,-0.1,4,-4
CC(C)CNC(=O)COC(=O)c1ccc(Cl)c(S(=O)(=O)N2CCc3ccccc32)c1,-0.5,2,-8,-2,-1,10,-5,-8,-1.2,-14,-1
Cc1nn2c([nH]c(=O)c3ccccc32)c1C=O,0.3,5,-12,2,-8,6,7,-2,0.6,-2,13
O=C(N/C(=C/c1cccs1)C(=O)N1CCCCCC1)c1ccccc1,0.1,6,7,-4,-7,4,1,5,-0.5,4,2
CCC(=O)Nc1ccc(C(=O)NNC(=O)Cc2ccccc2)cc1,3.5,-1,-20,1,2,13,-6,5,1.2,1,18
Cc1ccc(C)c(CNS(=O)(=O)c2c(C(=O)N3CCCC3)c(C)n(C)c2C)c1,-1.1,0,9,-1,-1,9,13,-4,-3.6,-8,0
O=C(CN1CCCC1c1cccs1)N1CCN(S(=O)(=O)c2cccc(F)c2)CC1 (centres undefined),-0.4,-3,4,0,4,-1,40,.,0.2,-1,1

# Nothing new here: 14 of the compounds above.
SMILES,C-LANA FP,RTF Ca sens act,PvdQ acylase,Keap1 Nrf2 FP,Cardiac RTF inh,PfHsp90 set2,Rtt109 HAT inh,Mot1-301 SUMO,CDK5 p35 inh,dFosB act,NSD2 HMT inh
CC(C)NC(=O)c1cc2cc([N+](=O)[O-])ccc2s1,2.2,-7,-17,-4,0,-18,-8,53,-5.4,-2,-2
O=C1CCc2cc(S(=O)(=O)NC(Cc3ccccc3)C(=O)NCC3CCCO3)ccc2N1 (centres undefined),0.4,1,-6,2,-5,-20,-6,132,2.2,-5,.
CCOc1ccc(CCNC(=O)Nc2cccc(OC)c2)cc1OCC,2.1,-1,-19,-6,-3,-22,1,1,1.0,-11,-1
CC1(C)Cc2c(cnn2-c2ccccc2)C(=O)/C1=N\NC(=O)c1ccccc1N,0.5,13,-2,-3,-2,5,.,-9,-3.8,-11,3
Cn1nc(C(C)(C)C)cc1C(=O)NN1CCOCC1,-0.3,1,9,-3,-4,3,7,31,-2.1,1,.
CCN1CCN(C(c2cccs2)C(C)NC(=O)C(C)C)CC1 (centres undefined),-0.2,4,-11,-8,-10,-10,0,0,1.4,0,.
Cc1ccccc1C(=O)Nc1cccc(N)c1,-0.9,-1,-8,4,-5,-4,-6,-10,-1.3,-11,-3
CCN1C(=O)C2(SC(NC(C)=O)=NN2C(C)=O)c2cc(C)cc(C)c21 (centres undefined),1.7,0,9,2,2,-10,-3,-11,-0.1,4,-4
CC(C)CNC(=O)COC(=O)c1ccc(Cl)c(S(=O)(=O)N2CCc3ccccc32)c1,-0.5,2,-8,-2,-1,10,-5,-8,-1.2,-14,-1
Cc1nn2c([nH]c(=O)c3ccccc32)c1C=O,0.3,5,-12,2,-8,6,7,-2,0.6,-2,13
O=C(N/C(=C/c1cccs1)C(=O)N1CCCCCC1)c1ccccc1,0.1,6,7,-4,-7,4,1,5,-0.5,4,2
CCC(=O)Nc1ccc(C(=O)NNC(=O)Cc2ccccc2)cc1,3.5,-1,-20,1,2,13,-6,5,1.2,1,18
Cc1ccc(C)c(CNS(=O)(=O)c2c(C(=O)N3CCCC3)c(C)n(C)c2C)c1,-1.1,0,9,-1,-1,9,13,-4,-3.6,-8,0
O=C(CN1CCCC1c1cccs1)N1CCN(S(=O)(=O)c2cccc(F)c2)CC1 (centres undefined),-0.4,-3,4,0,4,-1,40,.,0.2,-1,1

# Next section
SMILES,C-LANA FP,RTF Ca sens act,PvdQ acylase,Keap1 Nrf2 FP,Cardiac RTF inh,PfHsp90 set2,Rtt109 HAT inh,Mot1-301 SUMO,CDK5 p35 inh,dFosB act,NSD2 HMT inh
O=C(/C=C/c1ccccc1[N+](=O)[O-])NCC1CCCO1 (centres undefined),-0.4,3,-11,-4,4,8,-3,1,-0.8,1,0
COCCNC(=S)N/N=C/c1ccccc1C(=O)O,2.4,-7,2,1,0,-7,6,11,0.3,2,1
O=C1CN(C(=O)c2cc3ccccc3o2)c2ccccc2N1,-1.5,0,-8,-5,6,-31,-7,-14,0.0,2,4
O=C1CCC(C(=O)NCc2cccnc2)N1 (centres undefined),-0.3,7,1,3,-6,-2,-2,70,1.8,6,-3
CCOC(=O)N1CCN(C(=O)Nc2ccccc2)CC1,-0.2,6,7,0,-6,.,-2,0,0.8,-3,-2
CCOC(=O)C1CCN(C2CC(=O)N(c3cccc(Cl)c3)C2=O)CC1 (centres undefined),1.8,-2,-3,3,-3,-88,-7,87,0.3,2,0
COc1cc(CCC(=O)OCc2ccccc2C#N)cc(OC)c1OC,0.9,-1,-2,3,2,16,8,88,-1.4,-2,-4
N#Cc1cnn(-c2ccccc2)c1N,1.1,1,-13,1,1,8,4,7,1.4,1,-1
O=S(=O)(CCN1C=CC(C(F)(F)F)=NCC1)c1ccc(F)cc1,0.4,-3,0,0,7,-9,-10,293,0.0,-2,-3
O=C(/C=C/c1ccccc1)c1ccc2ccccc2c1,1.2,-5,7,-6,1,.,-1,.,0.7,-10,1
CCOCCCNC(=S)Nc1ccc2nc(N3CCCC3)cc(C)c2c1,-1.4,-13,-10,-7,6,-53,-6,-6,-1.4,8,9
O=[N+]([O-])c1ccc(N/N=C/c2c[nH]c3ccccc23)cc1,1.4,15,-2,0,-18,61,-13,11,0.1,-1,0
COc1ccccc1/C=C/CN1CCC(n2nccc2NC(=O)CCc2ccccc2)CC1,-0.2,-1,-18,-5,-20,-16,25,9,-1.9,2,4
